Vif inh – HIV Vif self-association inhibitors, primary screen, imaging, HEK293T, single point | HEK293T cells, Vif self-association by quenched fluorescence, 24 h | inhibition, % at 7.49 µM | 340,000 compounds, 0.35% hits | AID 602346, 2012; in the data active = inhibition above about 50%, passing the limit was not always enough; inconclusive = no clear call, values can overlap the other calls; inactive = below about 31%; also: some results filed as inactive read as strong as hits
ABHD5-PLIN5 inh – ABHD5-PLIN5 interaction inhibitors, primary screen, cell lysate, split luciferase complementation, luminescence | Split G. princeps luciferase complementation, 4 h | 360,000 compounds, 0.78% hits | inhibition, % at 4 µM | Perilipin-5 (Homo sapiens) + 1-acylglycerol-3-phosphate O-acyltransferase ABHD5 (Homo …;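 active = inhibition above the mean inhibition across every tested compound plus 3 SD, cut at about 22% in these data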;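 also: 0% = DMSO only wells and the 100% control is not disclosed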
aDG glyco act – activators of alpha-DG glycosylation, primary screen, uHTS, Pro5-aDG cells, AlphaScreen; alpha-DG glycosylation AlphaScreen (IIH6); 0% Pro5, 100% B10-LARGE cell signal; activation, % at 10 µM; 360,000 compounds, 0.22% hits; AID 624168, 2012;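 active = activation of at least 8% versus controls, or a plate z-score of at least 8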;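 also: Pro5 are CHO cells carrying HIG-tagged alpha-DG that lacks glycosylation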
Glyco luc inh – increase of ERlucT glycosylation luciferase signal, primary screen, N-linked glycosylation inhibitor project, D54 ERlucT cells, luminescence, set 2 | D54 ERlucT glycosylation luciferase reporter, 24 h; percent of 100 nM tunicamycin response | reporter increase, % at 12.5 µM | 360,000 compounds, 0.23% hits;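 active = mean luciferase reporter signal, scaled so untreated is 0 and the glycosylation-blocking control 100, at or above a set limit in every replicate; inconclusive = mean reaches the limit but not every replicate does; inactive = mean below the limit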;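 also: luciferase carries N-glycosylation sites so blocking glycosylation raises the light; 0% = median of neutral control wells and 100% = median of 100 nM tunicamycin wells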
ABCB6 inh 2 – ABCB6 transporter inhibitors, primary screen, K562-ABCB6 cells, flow cytometry, MLPCN library; K562-ABCB6 porphyrin accumulation, 1 h; stronger effect = lower value; fluorescence ratio to DMSO, % at 10 µM; 360,000 compounds, 0.19% hits; ATP-binding cassette sub-family B member 6 (Homo sapiens), Q9NP58;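 active = fluorescence ratio to DMSO below 75%, the collection mean minus 3 SD; inconclusive = too few cells collected in the well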;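 also: signal is porphyrin accumulated inside mitochondria; 100% equals median channel fluorescence of DMSO control wells; lower ratio means ABCB6 inhibition with less porphyrin fluorescence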
Exocytosis inh – LAMP-1 surface exposure blockers, TALL-104 cells – cell-based, flow cytometry, MLPCN library, primary screen; AID 651702, 2012; inhibition, % at 10 µM; TALL-104 LAMP-1 surface exposure; cells stimulated with thapsigargin and PMA; 360,000 compounds, 0.66% hits;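 active = inhibition above about 55%, limit read from the data; inconclusive = no clear call, values can overlap the other calls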
MC4R antagonist – MC4R antagonists of cAMP signaling, primary screen, cell-based, TR-FRET, antagonist arm of biased-ligand search | Melanocortin receptor 4 (Homo sapiens), P32245 | MC4R-expressing cells, MTII-stimulated cAMP, LANCE TR-FRET | 360,000 compounds, 0.48% hits | inhibition, % at 6.5 µM;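 active = inhibition above its plate's cutoff, the mean of tested wells on that plate plus 3 SD, cut at about 29% in these data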;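 also: 0% = Melanotan II alone and 100% = Melanotan II plus saturating MCL0020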
Target sequence (P32245 whole entry, looked up): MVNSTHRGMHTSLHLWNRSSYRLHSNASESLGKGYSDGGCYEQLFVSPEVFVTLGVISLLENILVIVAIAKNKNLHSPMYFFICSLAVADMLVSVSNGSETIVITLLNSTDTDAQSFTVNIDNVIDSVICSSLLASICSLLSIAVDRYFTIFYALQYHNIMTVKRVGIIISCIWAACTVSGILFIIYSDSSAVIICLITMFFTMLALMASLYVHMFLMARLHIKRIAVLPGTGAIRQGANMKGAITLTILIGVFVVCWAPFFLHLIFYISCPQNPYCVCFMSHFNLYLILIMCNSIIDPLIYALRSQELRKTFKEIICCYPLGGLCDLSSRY
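Assay system: human MC4R-expressing U2OS cells; reagent: Melanotan II stimulation of cells; dosing: 6.5 µM single dose; timing: compound 30 min, challenge 1 h, detection 1 h; signal: TR-FRET cAMP assay; replicates: one well per compound, no replicates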
TLR9-MyD88 inh – inhibitors of TLR9-MyD88 association in cells, primary screen, cell-based, CHO, BLA complementation, fluorescence; Toll-like receptor 9 (Homo sapiens) + Myeloid differentiation primary response protein …; CCF4 FRET ratio; inhibition, % at 4.98 µM; 340,000 compounds, 0.21% hits;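 active = inhibition above the mean over all tested compounds plus 3 SD, cut at about 21% in these data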;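 also: 0% = DMSO only wells and 100% = clavulanate BLA inhibitor control wells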
MC4R ag barr – MC4R agonists recruiting beta-arrestin, primary screen, cell-based, luminescence, agonist arm of biased-ligand search; Melanocortin receptor 4 (Homo sapiens), P32245; U2OS MC4R beta-arrestin complementation; percent of melanotan II response, DMSO zero; activation, % at 8.9 µM; 360,000 compounds, 0.98% hits; AID 540308, 2011;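 active = activation above a per-plate cutoff, the mean activation of sample wells on that plate plus 3 SD, cut at about 8% in these data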
NOD2 RIPK2 PPI – NOD2-RIPK2 binding disruptors in cells, primary screen, fluorescence, CHO cells, BLA complementation; CCF4 ratio; inhibition, % at 4.98 µM; Receptor-interacting serine/threonine-protein kinase 2 (Homo sapiens), O43353; 360,000 compounds, 0.38% hits; AID 624267, 2012; in the data active = inhibition above about 21%;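 also: 0% = vehicle only and 100% = reference blocker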
Target sequence (O43353 whole entry, looked up): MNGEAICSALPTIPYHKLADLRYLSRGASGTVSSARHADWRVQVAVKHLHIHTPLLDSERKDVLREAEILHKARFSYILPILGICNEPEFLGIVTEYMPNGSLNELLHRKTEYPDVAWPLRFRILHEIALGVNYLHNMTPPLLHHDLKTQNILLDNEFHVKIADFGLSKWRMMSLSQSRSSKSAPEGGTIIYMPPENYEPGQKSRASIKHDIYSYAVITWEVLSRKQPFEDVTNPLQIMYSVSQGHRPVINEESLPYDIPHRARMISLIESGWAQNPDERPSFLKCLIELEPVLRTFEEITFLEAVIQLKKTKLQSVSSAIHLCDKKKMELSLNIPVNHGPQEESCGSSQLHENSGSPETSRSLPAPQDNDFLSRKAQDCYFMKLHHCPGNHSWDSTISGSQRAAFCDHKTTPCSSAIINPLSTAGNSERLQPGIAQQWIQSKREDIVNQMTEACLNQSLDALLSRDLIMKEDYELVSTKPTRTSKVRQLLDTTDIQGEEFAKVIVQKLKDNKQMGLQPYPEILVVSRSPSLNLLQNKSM
* marks the source's active call; other numbers are inactive results; ? = inconclusive; · = no result given.

SMILES | Vif inh | ABHD5-PLIN5 inh | aDG glyco act | Glyco luc inh | ABCB6 inh 2 | Exocytosis inh | MC4R antagonist | TLR9-MyD88 inh | MC4R ag barr | NOD2 RIPK2 PPI
CC[N+]1=CN(c2ccccc2)C(C)=CC1(C)C | 2.3 | 1.0 | 0.2 | 3.9 | 101.0 | -2.3 | -1.4 | 6.6 | -2.4 | 3.8
O=C(CCCN1C(=O)/C(=C/c2ccco2)SC1=S)Nc1ccccc1 | -0.1 | -2.9 | 0.4 | -1.9 | 103.0 | 11.1 | 3.6 | -8.6 | -1.5 | -4.6
CC(=O)Nc1ccc(S(=O)(=O)NN=CCCc2ccccc2)cc1 | -4.3 | -0.5 | -0.2 | -0.5 | 98.0 | -3.0 | 4.3 | -6.8 | -2.1 | -11.2
O=C1[C@@H]2Cc3c([nH]c4ccccc34)C(c3cccc([N+](=O)[O-])c3)N2C(=O)CN1C1CCN(Cc2ccccc2)CC1 (stereo partly specified) | -4.0 | 8.7 | -0.2 | 3.8 | 95.0 | 15.9 | 25.8 | -6.9 | 2.8 | -8.6
CCOc1ccc(NC(=O)CN(C)C(=O)c2ccc(N3CCOCC3)c([N+](=O)[O-])c2)cc1OCC | -2.7 | -0.8 | -0.3 | 2.4 | 97.0 | 15.9 | 12.8 | -11.8 | -2.1 | -2.4
CCCCCOC(=O)CSc1nc2c(c(=O)[nH]c(=O)n2C)n1CCc1ccccc1 | 15.3 | -4.7 | -0.1 | 2.0 | 96.0 | 0.4 | 11.2 | 6.3 | -0.7 | -5.3
COc1ccccc1CNC(=O)C(NC(=O)c1ccccc1)C(C)C (stereo unspecified) | -4.0 | 0.7 | 0.1 | -2.4 | 93.0 | -1.5 | 19.3 | 3.1 | -2.7 | -4.5
O=C(NCc1ccccc1)c1cc2ccccc2o1 | 3.9 | -2.3 | 0.0 | -1.3 | 101.0 | -2.5 | 13.1 | 0.9 | 1.6 | 7.5
CCOC(=O)C1(CCCc2ccccc2)CCN(C(=O)c2cnn(CC)c2)CC1 | 15.2 | 0.3 | 1.5 | -1.4 | 82.0 | 0.1 | -4.1 | -3.2 | -2.5 | 4.3
c1ccc(-n2nnc(-c3cccnc3)n2)cc1 | 0.0 | -3.4 | -0.1 | -1.2 | 88.0 | 24.1 | -0.1 | -6.0 | -2.2 | -1.6
CC(C)COc1ccc(C(=O)OCCN2CCOCC2)c(O)c1 | -5.8 | -1.0 | 1.1 | -0.4 | 103.0 | 2.0 | 8.3 | -16.3 | -0.9 | -4.3
O=C(COC(=O)CSc1ccc([N+](=O)[O-])cc1)NCc1ccco1 | 18.6 | 3.8 | -0.2 | 3.6 | 100.0 | -7.2 | 8.9 | -2.7 | -4.7 | -3.6
CCCCSCCCNC(=O)c1cn(CC)c2ccc(S(=O)(=O)N3CCOCC3)cc2c1=O | -0.1 | 8.9 | -0.4 | 0.3 | 108.0 | 0.4 | 8.4 | 1.4 | -3.9 | 11.8
Cc1ccc(-c2nnc(CSc3nnc(COc4ccccc4)n3-c3ccccc3)o2)cc1 | -14.1 | 1.4 | 0.1 | -4.7 | 97.0 | -0.2 | 4.2 | 0.5 | -0.4 | -3.0
Cc1ccc(C2=N/C(=C\c3c(C)nn(-c4ccccc4)c3N3CCCC3)C(=O)O2)cc1 | -0.7 | -2.4 | 0.0 | 1.4 | 112.0 | 4.2 | 12.8 | -10.7 | -0.8 | -11.9
O=Cc1ccc(Oc2nc(Cl)ncc2F)cc1 | 5.8 | -6.5 | 0.1 | 3.8 | 99.0 | 6.0 | 10.5 | -17.3 | -0.1 | 11.5
Cc1ccc(/C(N)=N/OC(=O)COc2ccc(Cl)c(C)c2)cc1 | 14.9 | -3.2 | -0.1 | 1.1 | 102.0 | 6.4 | 3.5 | -0.9 | -0.3 | -10.8
CS(=O)(=O)Oc1ccc2c(c1)O/C(=C\c1cccc([N+](=O)[O-])c1)C2=O | 13.5 | 8.4 | -0.1 | 3.6 | 93.0 | 11.3 | 0.9 | -1.6 | -2.4 | -5.8
COc1ccccc1CNC(=O)CCCc1nnc2n(C)c(=O)c3sccc3n12 | -2.1 | 11.4 | -0.1 | 0.9 | 100.0 | -1.3 | 8.6 | 3.9 | 3.3 | -0.8
Cc1ccc2c(c1)N(C(=O)CCC(=O)N1CCN(c3ccccn3)CC1)CC(C)O2 (stereo unspecified) | 27.4 | -8.5 | 0.1 | -1.5 | ? | 4.7 | -1.1 | -6.6 | -1.1 | 1.6

Reprinted at random: 2 compounds from above.
SMILES | Vif inh | ABHD5-PLIN5 inh | aDG glyco act | Glyco luc inh | ABCB6 inh 2 | Exocytosis inh | MC4R antagonist | TLR9-MyD88 inh | MC4R ag barr | NOD2 RIPK2 PPI
COc1ccccc1CNC(=O)CCCc1nnc2n(C)c(=O)c3sccc3n12 | -2.1 | 11.4 | -0.1 | 0.9 | 100.0 | -1.3 | 8.6 | 3.9 | 3.3 | -0.8
O=C(CCCN1C(=O)/C(=C/c2ccco2)SC1=S)Nc1ccccc1 | -0.1 | -2.9 | 0.4 | -1.9 | 103.0 | 11.1 | 3.6 | -8.6 | -1.5 | -4.6

Going on with the list.
SMILES | Vif inh | ABHD5-PLIN5 inh | aDG glyco act | Glyco luc inh | ABCB6 inh 2 | Exocytosis inh | MC4R antagonist | TLR9-MyD88 inh | MC4R ag barr | NOD2 RIPK2 PPI
COc1ccccc1NC(=O)CSc1nnc(Cc2cccn2C)n1CCc1ccccc1 | 17.2 | 7.9 | 0.0 | 12.0 | 78.0 | 17.8 | 2.3 | -17.5 | -2.8 | -8.2
COc1ccccc1CNS(=O)(=O)c1ccc(S(=O)(=O)NC2CC2)cc1 | -2.8 | 0.4 | 0.2 | -0.6 | 100.0 | 10.3 | -0.7 | -6.4 | -1.0 | 5.0
Cn1ccnc1C(O)c1cccc(OCc2ccccc2)c1 (stereo unspecified) | -2.8 | 5.2 | 0.1 | 1.5 | 101.0 | 2.5 | 9.2 | -4.9 | -0.6 | 7.7
Cc1ccc(NC(=O)Cc2nnc(SCC(=O)Nc3ccc(N4CCOCC4)cc3)n2C)cc1 | -7.7 | 5.8 | 0.0 | 0.0 | 98.0 | 20.6 | 1.3 | -3.3 | -0.9 | -4.5
CC(=O)CSc1nnc2cc(C)c3ccccc3n12 | 4.8 | -3.5 | -0.4 | 1.1 | 126.0 | -1.4 | 6.7 | 4.2 | -1.1 | -7.1
FC(F)(F)c1cccc(CC2CN(Cc3ccccc3)Cc3ccccc3N2c2cc(Cl)cc(Cl)c2)c1 (stereo unspecified) | -1.3 | 7.8 | 0.1 | -1.7 | 102.0 | -0.8 | 7.3 | 5.0 | 2.2 | -7.3
O=C(Nc1ccccc1)C(O)C(O)C(=O)Nc1ccccc1 (stereo unspecified) | -1.0 | 3.7 | -0.4 | -1.2 | 93.0 | 13.8 | 2.5 | 3.2 | 2.5 | -10.3
Cc1ccc(S(=O)(=O)N2CCCCC2)cc1NC(=O)c1cc(F)c(F)c(F)c1F | 16.6 | 0.3 | 1.7 | -3.8 | 100.0 | -3.1 | 20.9 | -14.4 | 3.0 | 3.9
CC(C)NC(=O)CCCOc1ccc(Cl)cc1Cl | 1.4 | 0.2 | -0.2 | -1.2 | 98.0 | 15.9 | 7.8 | 10.7 | -0.4 | 3.0
Cc1cc(C)n2ncc(C(=O)NCCc3ccccc3)c2n1 | 10.5 | 8.0 | 0.1 | -0.8 | 90.0 | 0.9 | 9.9 | 7.9 | 0.3 | 5.0
CCN1CCN(C(c2cccs2)C(C)NC(=O)c2c(F)cccc2F)CC1 (stereo unspecified) | 10.7 | 3.0 | 0.3 | -1.5 | 99.0 | 1.7 | 7.0 | -2.8 | 1.2 | -3.8
CN1CCN(Cc2nc3c(c(=O)[nH]c(=O)n3C)n2CCc2ccccc2)CC1 | 11.2 | 0.0 | 0.0 | 1.0 | 101.0 | 0.7 | 4.8 | -5.0 | -1.3 | -7.8
CC1CC1C(=O)Nc1nc(-c2ccccc2)cs1 (stereo unspecified) | -18.0 | -0.5 | 1.5 | 1.9 | 108.0 | -6.1 | -0.3 | 4.6 | -1.1 | -10.2
CC(C)c1nnc(NC(=O)C2CCCN2C(=O)Nc2ccc(F)cc2)s1 (stereo unspecified) | 8.4 | -8.7 | 0.0 | 1.4 | 96.0 | -0.1 | -0.2 | 6.1 | -2.9 | -5.7
CCCOc1ccc(C(=O)NC2CCSc3ccccc32)cc1 (stereo unspecified) | · | 0.3 | 0.3 | -0.3 | 102.0 | 3.0 | 7.5 | -11.2 | 17.0* | -3.2
CC1CCCC(C)N1S(=O)(=O)c1ccc(NC(=O)CNC2CCCC2)cc1 (stereo unspecified) | -0.6 | -11.7 | -0.1 | -5.7 | 99.0 | -19.5 | 6.2 | 3.5 | 0.6 | 1.6
N=c1n(CCN2CCOCC2)c2ccccc2n1Cc1ccccc1Br | 22.3 | 0.7 | 0.3 | -2.3 | 95.0 | 1.8 | 1.5 | -6.0 | -1.7 | -3.9
CCOC(=O)C1(C)CCCCCN1C(=O)c1ccc(OC)cc1 (stereo unspecified) | 0.8 | 5.2 | -0.1 | -1.2 | 96.0 | 2.7 | 5.7 | · | 0.5 | 1.4
Cc1ccccc1N/N=C/c1ccc(N2CCOCC2)cc1 | 1.3 | -10.6 | -0.3 | -1.5 | 99.0 | -3.2 | -4.4 | 6.5 | -1.3 | -0.5
COc1ccc(/C=C\c2nc(O)c([N+](=O)[O-])c(=O)[nH]2)cc1O | -12.1 | 23.2* | 0.0 | 0.5 | 96.0 | -3.3 | -4.7 | 4.2 | -0.8 | -5.9
COc1ccc(CNC(=O)C(C)N(C)Cc2cccc(F)c2)cc1 (stereo unspecified) | 2.6 | -8.4 | 0.0 | -4.1 | 99.0 | 2.5 | 6.6 | -6.3 | 2.4 | -10.3
O=C(NCCc1ccncc1)C12CC3CC(CC(C3)C1)C2 | -4.8 | -2.2 | 0.0 | 1.6 | 94.0 | -3.4 | 1.4 | 0.8 | -1.0 | -0.8
O=C(CNC(=O)c1ccco1)NCC(=O)OCc1ccc(Cl)cc1Cl | 8.6 | 2.6 | 0.1 | -0.8 | 98.0 | 18.7 | 16.1 | -17.1 | -1.8 | -1.3
COc1cc(C(=O)NCC2CCCN2S(=O)(=O)c2cccs2)cc(OC)c1OC (stereo unspecified) | -2.7 | -0.8 | -0.1 | 5.8 | 97.0 | 4.9 | -1.5 | 1.8 | 0.1 | -5.0

Screens (PubChem)

An excerpt, so the mix of outcomes need not match the whole.
